# UPR CHOP act = activators of apoptotic arm of unfolded protein response (CHOP) | hit rate 0.34% among 330,000 | AID 449763 | CHO-CHOP luciferase reporter, UPR activation, luminescence; percent of tunicamycin response over DMSO baseline | activation, % at 10 µM;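 active = at 10 µM dose, activation of 40% or more, normalized to positive control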;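 also: 100% = tunicamycin at 10 µg/mL and 0% = DMSO alone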
#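 Evaluation: % reporter activation, DMSO baseline versus tunicamycin full activation; System: CHO-CHOP luciferase reporter cell line; Input: 500 cells/well; Incubation: 6 h compound treatment, 37 °C; Measured by: Steady-Glo luciferase luminescence; Dosing: one dose, 10 µM in 0.5% DMSO; Buffer or medium: F12 medium, 10% FBS; Benchmarks: positive tunicamycin 10 µg/mL, negative DMSO alone.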
# tim23-1 inh = growth inhibitors of tim23-1 mutant yeast; S. cerevisiae tim23-1 growth, BacTiter-Glo luminescence, 24 h; inhibition, % at 20 µM; hit rate 1.3% among 330,000;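 active = growth inhibition of the mutant yeast at or above 50%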;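 also: temperature-sensitive mutant grown at 25 °C; plate controls were DMSO-treated mutant yeast for no effect and medium wells lacking yeast for full effect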
# tim10-1 inh = growth inhibitors of tim10-1 mutant yeast. hit rate 2.2% among 330,000. S. cerevisiae tim10-1 ts strain growth, BacTiter-Glo, 24 h. inhibition, % at 20 µM;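 active = inhibition of at least 40%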;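 also: mutant grown at 25 °C; 0% = DMSO wells with yeast and 100% = wells holding no yeast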
# APJ antagonist = blocks the human apelin receptor APJ | P35414 | CHO-K1 APJ beta-arrestin complementation, luminescence | inhibition, % at 20 µM | hit rate 0.32% among 330,000;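 active = inhibition above about 40% at 20 µM, limit read from the data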;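 also: cells challenged with 10 nM apelin-13 agonist together with compound; plate controls were apelin-13 plus DMSO wells for no effect and DMSO wells lacking apelin-13 for full effect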
# CXCR6 inh = blocks human CXCR6 beta-arrestin recruitment; O00574; inhibition, % at 20 µM; hit rate 0.36% among 360,000; CHO-K1 PathHunter CXCR6 beta-arrestin, luminescence; in the data active = inhibition above about 34%, passing the limit was not always enough;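 also: antagonist mode with CXCL16 agonist at 10 nM final; 0% = 10 nM CXCL16 with DMSO and 100% = unstimulated wells without agonist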
# XBP1 UPR activ = adaptive UPR (XBP1) activation. CHO-XBP1 luciferase reporter, IRE1-XBP1 UPR activation, luminescence; percent of tunicamycin response, DMSO as zero. activation, % at 20 µM. hit rate 0.33% among 330,000. AID 463104;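 active = versus positive control, 20 µM dose yields 30% or more activation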;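 also: 100% = tunicamycin at 10 µg/mL and 0% = DMSO only wells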
#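 Material – CHO cell line with stable XBP1 luciferase reporter · Buffer or medium – F12 plus 10% FBS · Compound – single point, 20 µM final compound, 1% DMSO · Schedule – 16-18 h cell attachment at 37 °C, then 6 h compound exposure · Signal – Steady-Glo luminescence read · Benchmarks – high control tunicamycin 10 µg/mL final, low control DMSO vehicle only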
# Mdm2-MdmX inh = disrupts the human Mdm2-MdmX interaction; O15151+Q00987; inhibition, % at 8 µM; SaOS-2 split-luciferase Mdm2/MdmX complementation, luminescence; hit rate 3% among 330,000;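 active = inhibition of at least 50% at 8 µM in the primary screen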
# Target sequence (O15151 whole entry, looked up): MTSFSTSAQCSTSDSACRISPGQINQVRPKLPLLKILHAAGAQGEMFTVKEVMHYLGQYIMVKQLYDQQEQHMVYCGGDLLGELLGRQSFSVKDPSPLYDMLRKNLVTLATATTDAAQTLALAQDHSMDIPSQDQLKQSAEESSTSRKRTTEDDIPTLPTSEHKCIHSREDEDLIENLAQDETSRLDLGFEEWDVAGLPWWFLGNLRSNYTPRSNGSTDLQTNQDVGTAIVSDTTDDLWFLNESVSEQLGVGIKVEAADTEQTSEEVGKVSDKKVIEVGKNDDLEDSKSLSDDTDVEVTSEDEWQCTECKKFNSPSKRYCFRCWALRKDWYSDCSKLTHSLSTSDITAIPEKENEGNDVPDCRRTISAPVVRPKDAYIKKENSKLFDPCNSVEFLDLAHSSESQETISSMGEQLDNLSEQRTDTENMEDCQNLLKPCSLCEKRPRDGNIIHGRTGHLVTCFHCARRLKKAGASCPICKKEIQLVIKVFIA
# Target sequence (Q00987 whole entry, looked up): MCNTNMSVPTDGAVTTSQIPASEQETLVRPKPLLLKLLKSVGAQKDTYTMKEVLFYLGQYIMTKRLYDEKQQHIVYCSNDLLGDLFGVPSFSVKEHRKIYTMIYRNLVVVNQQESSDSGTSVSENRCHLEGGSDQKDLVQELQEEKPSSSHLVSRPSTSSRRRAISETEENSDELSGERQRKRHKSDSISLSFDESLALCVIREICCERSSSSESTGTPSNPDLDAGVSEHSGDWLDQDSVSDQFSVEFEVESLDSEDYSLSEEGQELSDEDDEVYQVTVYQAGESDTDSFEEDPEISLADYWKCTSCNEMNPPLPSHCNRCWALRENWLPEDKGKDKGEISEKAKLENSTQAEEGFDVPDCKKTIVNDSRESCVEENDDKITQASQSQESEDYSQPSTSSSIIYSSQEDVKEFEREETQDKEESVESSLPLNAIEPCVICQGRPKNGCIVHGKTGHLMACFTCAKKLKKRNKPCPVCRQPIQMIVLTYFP
# TIM10 inh = TIM10 yeast growth inhibition. AID 463195. hit rate 1.4% among 330,000. inhibition, % at 10 µM. S. cerevisiae TIM10 strain growth, BacTiter-Glo luminescence, 24 h;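 active = inhibition of 40% or more at the single tested concentration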;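 also: wild-type TIM10 isogenic control strain grown at permissive 25 °C; 0% = DMSO yeast wells and 100% = minimal medium wells without yeast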
# APJ ag = agonists of human APJ apelin receptor. hit rate 0.11% among 330,000. CHO-K1 APJ PathHunter beta-arrestin, luminescence; 0% DMSO wells, 100% apelin. activation, % at 20 µM. AID 2520. P35414;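 active = activation more than six SD over the plate average, tested at 20 µM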;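 also: 0% = DMSO alone and 100% = apelin-13 at 10 nM; some results filed as inactive read as strong as hits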
#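 Assay system: engineered CHO-K1 APJ arrestin reporter cells; Amount: 1000 CHO-K1 reporter cells seeded per well; Dosing: one dose, 20 µM compound, 1% DMSO; Times: compound stimulation 90 min at 25 °C, detection 60 min; Measured by: luminescent beta-gal fragment complementation, chemiluminescent substrate; Read-out: APJ–arrestin association signal; Controls: DMSO vs Apelin-13 10 nM.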
# The depositor's hits bear a star; nt = not tested or not shown. A portion of the library, so the mix of outcomes need not match the whole.
entry	SMILES	tim10-1 inh	TIM10 inh	XBP1 UPR activ	tim23-1 inh	APJ antagonist	Mdm2-MdmX inh	APJ ag	UPR CHOP act	CXCR6 inh
1	C[C@H]1COC(=O)[C@H](Cc2ccc(F)cc2)CC/C=C/C[C@@H](CC(=O)N(CCO)Cc2ccccc2)C(=O)N1	4	5	-2	-4	-1	17	-2	-0.9	-4
2	Cc1cc(C)cc(OC(C)c2ccnc3nc(/N=C/N(C)C)nn23)c1 (stereo not given)	-9	5	0	10	-22	6	4	-1.7	12
3	Brc1cccc(-c2nnc3sc(CN4CCCCC4)cn23)c1	34	23	1	20	10	11	-4	0.8	-6
4	COc1cc(S(=O)(=O)NCc2ccccn2)ccc1Cl	2	3	-2	13	10	-24	0	1.1	2
5	COc1ccc(NC(=O)CN(Cc2ccccc2)S(C)(=O)=O)cc1OC	5	1	-2	2	-2	-1	-2	0.4	-4
6	COc1cc(/C=N/N2CCN(c3ccccc3)CC2)ccc1OC(C)=O	6	12	0	12	-22	4	-4	3.1	4
7	CCN(CC)C(=O)CN(C#N)c1nc(NC(C)C)nc(NC(C)C)n1	8	0	-1	8	3	11	-2	-1.6	-4
8	COc1ccc(OCC(=O)Nc2cc(S(=O)(=O)N3CCCC3)ccc2OCC(F)(F)F)cc1	10	0	3	10	-9	11	10	4.1	-4
9	CO[C@H]1O[C@H](CBr)[C@@H](OC(=O)c2ccccc2)[C@H](O)[C@H]1O	-15	-6	1	0	4	3	1	-1.5	14
10	COc1cccc(N(CC(=O)NC2CCCC2)C(=O)CCCC(=O)Nc2ccccn2)c1	-21	10	-6	2	8	-6	-1	-0.1	-8
11	CCc1nc(CN2CCN(Cc3ccc(F)c(F)c3)C(CCO)C2)c(C)[nH]1 (stereo not given)	3	12	3	4	8	1	1	-1.7	4
12	C/C(=N\NC(=O)c1cc2ccccc2cc1O)c1cc2ccccc2o1	0	3	3	21	-6	54*	-5	1.3	4
13	COc1cccc(OC)c1C(=O)Nc1ccccc1C(=O)N1CCCCCC1	7	6	-2	9	14	-1	-2	0.5	-1
14	Cc1ccccc1NC(=O)Cc1nnc(SCc2ccc(Cl)c(Cl)c2)n1C	20	-4	-3	7	20	-4	-3	0.3	3
15	Cc1nn(-c2cc(C(F)(F)F)ccc2Cl)c2nc(C(F)(F)F)[nH]c(=O)c12	-2	-2	-2	7	4	17	3	-0.1	-1
16	CCN(/N=C/c1ccc(Cl)cc1)c1cc(=O)n(C)c(=O)[nH]1	14	14	3	21	-3	-28	0	-2.4	-14
17	COc1cc(NS(=O)(=O)c2ccc(NC(=O)C3CCCO3)cc2)nc(OC)n1 (stereo not given)	2	-10	-3	-1	-8	8	-5	-1.8	6
18	[O-]/C(=C(\C(=S)Nc1ccc(SC(F)F)cc1)[n+]1ccccc1)c1cc(Cl)ccc1Cl	24	10	6	29	-3	-11	6	5.6	11
19	O=C(N/N=C/c1ccc2c(c1)OCO2)c1ccc(Cn2cc([N+](=O)[O-])cn2)o1	4	7	0	-9	-11	24	-2	4.9	1
20	CCCSCC(=O)Nc1ncc2c(n1)-c1ccccc1CC2	-10	-28	0	10	-22	13	3	1.2	-9
21	CCCC(=O)Nc1ccc2nc(SCC(=O)Nc3nccs3)sc2c1	4	12	1	22	5	20	3	-1.6	-9
22	O=C1C=C(NCc2ccc3c(c2)OCO3)CC(c2ccccc2)C1 (stereo not given)	18	3	-1	16	-7	14	-5	-1.1	nt
23	O=C(NCC(O)c1ccc([N+](=O)[O-])cc1)C(c1ccccc1)c1ccccc1 (stereo not given)	4	-16	-8	28	-12	3	0	1.0	4
24	CCN(c1ccc(NC(=O)CCc2nc3sc4c(c3c(=O)[nH]2)CCCC4)cc1)C(C)C	28	18	8	20	6	-9	-8	1.3	6
25	C=C1CCC2[C@](C)(CO[C@@H]3O[C@H](CO)[C@@H](O)[C@H](O)[C@H]3O)CCC[C@@]2(C)[C@@H]1CCC1=CCOC1=O (stereo not given in full)	-12	2	1	6	-20	6	-3	-0.1	-5
26	c1ccc(C2=Nc3ccccc3OC2)cc1	-16	1	1	-4	-11	-17	1	0.3	4
27	COc1ccccc1OCCn1c(SCC(N)=O)nc2ccccc21	11	-6	-2	16	6	2	-3	0.6	1
28	CCOc1ccc(NC(=O)c2ccc(NC(=O)c3cn4c5c(c(N6CCN(C)CC6)c(F)cc5c3=O)OCC4C)cc2)cc1 (stereo not given)	1	-7	-4	32	5	11	5	6.2	8
29	Cc1cccc2cc3c(nc12)SC(=NCC1CCCO1)N(Cc1ccco1)C3 (stereo not given)	33	30	1	39	20	40	1	3.1	8
30	CSc1nnc(-c2ccncc2)n1CCCN1CCCC1=O	7	3	1	1	-23	34	-5	0.4	-1

# Marked active in Mdm2-MdmX inh (from the list above):
no.	Molecule	XBP1 UPR activ	APJ antagonist	Mdm2-MdmX inh	CXCR6 inh
12	C/C(=N\NC(=O)c1cc2ccccc2cc1O)c1cc2ccccc2o1	3	-6	54*	4

# Other entries follow:
entry	SMILES	tim10-1 inh	TIM10 inh	XBP1 UPR activ	tim23-1 inh	APJ antagonist	Mdm2-MdmX inh	APJ ag	UPR CHOP act	CXCR6 inh
31	COc1nc(NCC(C)C)nc(Oc2ccc(=O)n(-c3ccccc3)n2)n1	13	-1	1	20	1	-12	2	1.3	-5
32	CSC(=O)NC12CC3CC(CC(C)(C3)C1)C2	20	-17	-1	22	-12	16	-1	1.8	-2
33	COc1ccc(CCNC(=O)CCC(=O)NC2CCCC(C)C2C)cc1OC (stereo not given)	23	-3	0	11	-9	-15	4	-1.9	-4
34	CC1CCN(S(=O)(=O)c2ccc3c(ccn3CC(=O)O)c2)CC1	7	-1	-4	-1	22	4	2	1.5	8
35	CC1CCN(S(=O)(=O)c2ccc(C(=O)NNC(=O)C3CC3)cc2)CC1	3	-10	-1	5	17	2	-2	0.3	0
36	COC(=O)C(=Cc1ccc(-c2ccsc2C(=O)OC)o1)C(=O)OC	18	16	14	25	-4	19	-3	4.1	0
37	CCOc1ccccc1CNc1ccc(N2CCOCC2)c(C(=O)O)c1	6	1	-1	23	18	20	0	2.8	-3
38	CC(=O)N1c2ccc(S(=O)(=O)N3CCC(C(=O)NCc4ccc(N(C)C)cc4)CC3)cc2CC1C (stereo not given)	6	0	-5	-14	-22	8	-4	-1.0	2
39	O=C(N/N=C1\CCCc2ccccc21)c1cccc(Br)c1	19	0	0	36	-14	-44	-1	4.6	3
40	CCCCNc1c([N+](=O)[O-])cc(C(=O)O)cc1[N+](=O)[O-]	-26	-20	0	-15	6	-7	3	-0.4	-8
41	COc1cccc(NC(=O)COC(=O)c2cc(S(=O)(=O)N3CCOCC3)ccc2C)c1	6	32	-3	39	-8	6	-1	-0.2	-8
42	COc1ccc(C(=O)C[n+]2ccc3c(c2)nc(-c2ccccc2)n3C)cc1	10	3	1	20	-29	-17	1	-0.1	4
43	COc1cc2[nH]c(=S)n(CCCN3CCOCC3)c(=O)c2cc1OC	-7	-4	0	-5	14	17	1	-0.6	-10
44	CCN(C(=O)c1cc2ccccc2oc1=O)c1cccc(C)c1	1	-22	0	23	16	13	-3	1.7	-10
45	CC(C)CNC(=O)c1ccc2c(c1)C(=O)N(C1CCCCC1)C2=O	15	0	-2	22	-6	29	0	4.0	-1
46	COc1cc(/C=C2/N=C(C3CCCCC3)OC2=O)cc(OC)c1OC	43*	44*	2	39	42*	-1	-1	3.3	0
47	COc1ccc(NC(=O)c2ccc(-c3ccc(OC)cc3)s2)cc1	-14	-15	2	-2	-21	-41	-2	5.5	3
48	COc1cc(C(=O)N2CCN(S(=O)(=O)c3ccc(C)cc3C)CC2)ccc1OCC(=O)N1CCOCC1	7	3	1	7	15	-7	-4	2.4	2
49	COCCCNC(=O)c1cn(-c2cccc(OC)c2)c(=O)c2ccccc12	14	-11	-2	6	6	5	2	1.0	-7
50	Cc1cccc(OCCNC(=S)NC(=O)c2cccnc2)c1	46*	32	0	33	13	17	0	-1.5	2
51	O=[N+]([O-])c1ccc(NCc2ccccc2N2CCC(CO)CC2)nc1	22	24	-1	26	15	-2	-2	1.4	-5
52	O=C(CS(=O)CC(=O)Nc1cccnc1)Nc1ccc(F)cc1 (stereo not given)	-41	6	1	-8	1	5	0	1.5	-4
53	Cc1ccc(C(=O)Nn2cnnc2)cc1[N+](=O)[O-]	-2	-1	0	-4	5	20	-1	-1.2	4
54	Cc1cc(N(CN2CCCC2=O)C(=O)c2ccc(F)cc2)no1	12	4	-1	12	8	-4	-3	-2.2	6
55	CCn1c(SCC(=O)Nc2ccccc2C(=O)OC)nnc1-c1cccc(C)c1	22	15	3	16	13	-16	4	0.4	2
56	Cc1ccc(/C=C2\Oc3cc(OC(=O)N4CCOCC4)ccc3C2=O)cc1	16	15	-2	14	-4	-28	-2	1.9	3
57	O=C(COC(=O)c1cc(=O)[nH]c2ccccc12)NCCc1ccccc1	-6	-2	1	-1	4	0	-1	2.0	0
58	CN(Cc1cccnc1)C(=O)c1ccc2nc(Cc3ccccc3F)oc2c1	9	4	1	19	-3	1	-5	6.9	0

# Six compounds from above, sorted by count of non-hydrogen atoms, highest first:
entry	SMILES	tim10-1 inh	TIM10 inh	XBP1 UPR activ	tim23-1 inh	APJ antagonist	Mdm2-MdmX inh	APJ ag	UPR CHOP act	CXCR6 inh
49	COCCCNC(=O)c1cn(-c2cccc(OC)c2)c(=O)c2ccccc12	14	-11	-2	6	6	5	2	1.0	-7
35	CC1CCN(S(=O)(=O)c2ccc(C(=O)NNC(=O)C3CC3)cc2)CC1	3	-10	-1	5	17	2	-2	0.3	0
36	COC(=O)C(=Cc1ccc(-c2ccsc2C(=O)OC)o1)C(=O)OC	18	16	14	25	-4	19	-3	4.1	0
52	O=C(CS(=O)CC(=O)Nc1cccnc1)Nc1ccc(F)cc1 (stereo not given)	-41	6	1	-8	1	5	0	1.5	-4
50	Cc1cccc(OCCNC(=S)NC(=O)c2cccnc2)c1	46*	32	0	33	13	17	0	-1.5	2
39	O=C(N/N=C1\CCCc2ccccc21)c1cccc(Br)c1	19	0	0	36	-14	-44	-1	4.6	3

# Some entries already given with just TIM10 inh:
nr	molecule	TIM10 inh
38	CC(=O)N1c2ccc(S(=O)(=O)N3CCC(C(=O)NCc4ccc(N(C)C)cc4)CC3)cc2CC1C (stereo not given)	0
46	COc1cc(/C=C2/N=C(C3CCCCC3)OC2=O)cc(OC)c1OC	44*

# Screening results from PubChem BioAssay.
